# GalR3 antag = human GalR3 antagonism. HEK293 GalR3-CNG cAMP membrane potential fluorescence; galR3 body fused to GalR1 C-terminus. inhibition, % at 3 µM. 360,000 compounds, 0.44% hits;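 active = inhibition above the screen-wide average plus 3 SD, cut at about 13% in these data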;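 note: forskolin and galanin both at EC90 stimulate the cells; cAMP rise reported by CNG channel membrane potential dye signal; 0% = forskolin plus galanin with DMSO and 100% = forskolin alone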
# Target sequence (O60755 1-299 limits assumed): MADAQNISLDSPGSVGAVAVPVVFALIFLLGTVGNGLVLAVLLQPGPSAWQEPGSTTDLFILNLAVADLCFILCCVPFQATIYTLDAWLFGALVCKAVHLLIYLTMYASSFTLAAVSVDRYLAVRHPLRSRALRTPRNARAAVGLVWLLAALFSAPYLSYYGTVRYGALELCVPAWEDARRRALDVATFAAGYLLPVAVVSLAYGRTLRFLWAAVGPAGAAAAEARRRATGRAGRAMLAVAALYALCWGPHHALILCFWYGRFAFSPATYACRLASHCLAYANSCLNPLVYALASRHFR
# OXTR agonist = agonists of human oxytocin receptor; 320,000 compounds, 0.32% hits; CHO-OTR cells, Fluo-8 calcium fluorescence; normalized: DMSO 0%, oxytocin 100%; AID 2435; P30559; activation, % at 3 µM;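 active = activation above the mean of all tested compounds plus 3 SD, cutoff set per screening run, cut at about 20% in these data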;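 note: peak over basal fluorescence ratio from a 100 s FLIPR kinetic read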
# Target sequence (P30559 whole entry, looked up): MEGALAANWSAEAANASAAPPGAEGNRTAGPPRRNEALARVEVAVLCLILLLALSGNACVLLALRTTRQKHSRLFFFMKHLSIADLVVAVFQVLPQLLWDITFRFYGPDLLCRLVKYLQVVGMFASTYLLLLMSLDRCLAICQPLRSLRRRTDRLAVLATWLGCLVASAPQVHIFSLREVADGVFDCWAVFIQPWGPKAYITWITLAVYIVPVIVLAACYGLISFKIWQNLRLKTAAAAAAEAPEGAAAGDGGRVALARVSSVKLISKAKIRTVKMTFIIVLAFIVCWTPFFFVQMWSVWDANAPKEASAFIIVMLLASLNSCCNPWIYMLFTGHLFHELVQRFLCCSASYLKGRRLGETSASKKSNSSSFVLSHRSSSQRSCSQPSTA
# NALP1 yeast inh = blocks the NALP1 inflammasome reconstituted in yeast; S. cerevisiae NALP1/ASC/caspase-1 growth, X-gal OD620, 72 h; inhibition, % at 10 µM; 280,000 compounds, 0.61% hits; in the data active = inhibition mostly above about 24%, no sharp cut-off; inactive = mostly below about 32%; note: some compounds called inactive have numbers as strong as hits
# M18AAP inhibitor = PfM18AAP enzyme inhibition; recombinant PfM18AAP, H-Glu-NHMec fluorogenic cleavage; inhibition, % at 7.35 µM; 290,000 compounds, 1.2% hits; AID 1822;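 active = inhibition above the campaign mean inhibition over all tested compounds plus 3 SD, cut at about 28% in these data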;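 note: 0% = plate median of test compound wells and 100% = 2 mM ZnCl2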
# OXTR potentiator = human OXTR potentiation | CHO-OTR cells, Fluo-8 calcium fluorescence, potentiator mode; 0% = oxytocin EC15, 100% = EC100 | activation, % at 3 µM | P30559 | AID 2445 | 320,000 compounds, 0.061% hits;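 active = activation above that plate's cutoff, the mean activation of tested compounds plus 3 SD, cut at about 6.6% in these data, passing the limit was not always enough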;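 note: 100% uses oxytocin at 75 nM as the full agonist control; some results filed as inactive read as strong as hits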
#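 Material: human OTR in CHO cells. Compound: 3.0 µM, one dose. Timing: compound 6 min at room temperature before oxytocin, 100 s read. Evaluation: % activation of max/min ratio relative to oxytocin controls. Replication: single well per compound, singlicate. Signal: Fluo-8 calcium dye fluorescence.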
# GPR7 antagonist = human neuropeptides B/W receptor 1 antagonism. P48145. GPR7-expressing cells, fluorescence antagonist assay. inhibition, % at 4.4 µM. 290,000 compounds, 1.1% hits. AID 1861; in the data active = inhibition above about 16%, passing the limit was not always enough;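 note: cells stimulated with the agonist NPW; 0% = agonist with vehicle and 100% = vehicle without agonist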
# Target sequence (P48145 whole entry, looked up): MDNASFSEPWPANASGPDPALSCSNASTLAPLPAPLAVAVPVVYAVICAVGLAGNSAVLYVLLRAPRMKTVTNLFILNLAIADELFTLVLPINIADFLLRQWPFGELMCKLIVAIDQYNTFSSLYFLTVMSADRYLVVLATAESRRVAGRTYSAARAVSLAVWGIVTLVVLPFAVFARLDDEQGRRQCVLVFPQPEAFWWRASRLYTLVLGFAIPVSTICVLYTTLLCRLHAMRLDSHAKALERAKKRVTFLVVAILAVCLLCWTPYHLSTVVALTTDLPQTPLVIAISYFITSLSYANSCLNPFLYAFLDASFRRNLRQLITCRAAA
# MEKK2mut PB1 HTS = signal of MEK5 binding to mutant human MEKK2 PB1 domain; bead flow cytometry, Alexa488-MEK5 binding to MEKK2 mutant; percent response, % at 10 µM; 290,000 compounds, 0.35% hits; in the data active = percent response above about 24%, passing the limit was not always enough; note: inactives centre near 1; some results filed as inactive read as strong as hits
# MEKK2wt PB1 HTS = raises or lowers MEK5 binding to wildtype human MEKK2 PB1 domain; Q9Y2U5; bead flow cytometry, Alexa488-MEK5 binding to MEKK2 WT; actives lie on both sides; binding response (% of control), % at 10 µM; 290,000 compounds, 1.1% hits; AID 1531; in the data active = binding response below about 67% or above about 130%
# V1R ag counter = V1a receptor agonism, counter-screen for OXTR agonists; P37288; CHO-V1R cells, Fluo-8 calcium fluorescence, agonist mode; 0% DMSO, 100% 3 nM vasopressin; activation, % at 3 µM; 320,000 compounds, 0.25% hits;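 active = activation above the mean activation of all tested compounds plus 3 SD, per screening run, cut at about 20% in these data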;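 note: signal is peak over basal fluorescence ratio across a 100 second FLIPR read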
# Active calls of the source: *; x = not tested or not shown.
SMILES,GalR3 antag,OXTR agonist,NALP1 yeast inh,M18AAP inhibitor,OXTR potentiator,GPR7 antagonist,MEKK2mut PB1 HTS,MEKK2wt PB1 HTS,V1R ag counter
COC(=O)N1C(=O)[C@@](CC(C)C)(c2ccccc2)N1C(=O)OC,x,-1.5,9,-9,-1,7,-5,95,0.6
CCOc1ccc(-c2ncncc2-c2ccc(OC)c(OC)c2)c(O)c1,-9,-1.2,-12,-2,-11,-21,3,105,1.6
CN(CC(=O)NCCN1CCOCC1)S(=O)(=O)c1ccc(Cl)cc1,-1,0.6,x,x,5,x,x,x,0.7
Cc1ccc(C)c(/C(O)=C2\C(=O)C(=O)N(CCCn3ccnc3)C2c2cccnc2)c1 (stereo not drawn),1,-0.2,-17,-6,-6,21,5,110,-0.4
O=C(O)c1cc(NCc2ccccc2)ccc1N1CCOCC1,-2,-0.2,0,14,-2,-12,13,103,0.9
Cc1cccc(C)c1NC(=O)C(c1ccccc1)N1CCC2(CC1)OCCO2 (stereo not drawn),-2,0.0,x,-7,-4,0,7,115,-0.9
CCOc1cc(CN2CCSCC2)ccc1O,-3,1.7,11,-5,-3,-1,-16,86,-0.5
Cc1ccc(NC(=O)CN(C)C(=O)C(C)N2CCN(Cc3ccccc3C)CC2)cc1 (stereo not drawn),-6,0.8,x,x,-9,x,x,x,1.1
CC(=O)c1cccc(NC(=O)C2CCN(S(=O)(=O)c3cccs3)CC2)c1,-3,1.9,1,4,-24,6,x,x,5.9
CCCSC1=C(C#N)C(c2ccc(OC)cc2)C2=C(CC(C)(C)CC2=O)N1 (stereo not drawn),0,2.4,8,-4,-11,-8,8,116,4.5
CN(C(=O)COC(=O)Cn1c(C(F)(F)F)nc2ccccc21)c1c(N)n(Cc2ccccc2)c(=O)[nH]c1=O,-2,-0.3,18,-2,-4,12,3,104,1.3
O=C(NC12CC3CC(CC(C3)C1)C2)c1ccc(S(=O)(=O)N2CCOCC2)cc1,2,0.5,-3,-9,4,-14,-6,93,1.1
c1ccc(CC2CCN(c3nnnn3-c3ccccc3)CC2)cc1,-2,-1.7,46,4,-15,-1,x,x,-0.6
CCOc1ccc(NC(=O)CN(C)C(=O)c2nc3nc(C)cc(C)n3n2)cc1OCC,-2,-0.4,x,x,-5,x,x,x,1.4
Oc1cccc(C(Nc2nccs2)c2ccc3cccnc3c2O)c1 (stereo not drawn),-4,2.3,2,-9,-6,6,0,102,0.2

# Random excerpt: 6 entries already listed, in no set order.
SMILES,GalR3 antag,OXTR agonist,NALP1 yeast inh,M18AAP inhibitor,OXTR potentiator,GPR7 antagonist,MEKK2mut PB1 HTS,MEKK2wt PB1 HTS,V1R ag counter
CCOc1cc(CN2CCSCC2)ccc1O,-3,1.7,11,-5,-3,-1,-16,86,-0.5
CN(CC(=O)NCCN1CCOCC1)S(=O)(=O)c1ccc(Cl)cc1,-1,0.6,x,x,5,x,x,x,0.7
Cc1ccc(NC(=O)CN(C)C(=O)C(C)N2CCN(Cc3ccccc3C)CC2)cc1 (stereo not drawn),-6,0.8,x,x,-9,x,x,x,1.1
O=C(O)c1cc(NCc2ccccc2)ccc1N1CCOCC1,-2,-0.2,0,14,-2,-12,13,103,0.9
CC(=O)c1cccc(NC(=O)C2CCN(S(=O)(=O)c3cccs3)CC2)c1,-3,1.9,1,4,-24,6,x,x,5.9
O=C(NC12CC3CC(CC(C3)C1)C2)c1ccc(S(=O)(=O)N2CCOCC2)cc1,2,0.5,-3,-9,4,-14,-6,93,1.1

# Following part.
SMILES,GalR3 antag,OXTR agonist,NALP1 yeast inh,M18AAP inhibitor,OXTR potentiator,GPR7 antagonist,MEKK2mut PB1 HTS,MEKK2wt PB1 HTS,V1R ag counter
O=C(N/N=C/c1ccco1)c1ccc2nc[nH]c2c1,-8,2.9,-5,3,2,-6,-18,93,0.4
CCOc1ccc(CCNS(=O)(=O)c2cccc3nsnc23)cc1OCC,6,-0.3,6,9,-11,-12,0,99,-1.1
CCN1C(=O)/C(=C2\C=Cc3ccccc3N2CC)OC1=S,1,0.0,x,1,-10,2,1,100,-0.8
CC(C)(CNC(=O)CNC(=O)C1CCCCC1)N1CCOCC1,0,0.5,x,x,-7,x,x,x,0.5
CC(=O)Nc1ccc(S(=O)(=O)N2CCN(c3nc(C)cc(C)n3)CC2)cc1,-1,0.6,9,-6,-20,-8,2,103,1.2
Cc1ccc(NC(=O)CN2C(=O)NC(C)(CCc3ccccc3)C2=O)cc1 (stereo not drawn),-5,-1.0,8,5,-29,2,2,101,-0.7
O=C(Nc1ccccc1)N(CCc1nc2ccccc2[nH]1)C1CCCC1,-4,-0.8,-5,-9,1,-2,-3,100,-0.2
COc1ccccc1CN1CC(C(=O)N(CCO)Cc2cccs2)CCC1=O (stereo not drawn),3,0.2,11,3,0,-14,9,109,0.4
Cc1ccc(NC(=O)CN(C)C(=O)Cn2cc(C(F)(F)F)ccc2=O)cc1,-7,-1.9,22,1,4,2,1,101,0.3
CC1CC(=O)c2cnc(NCC3CCCO3)nc2C1 (stereo not drawn),0,0.4,-2,9,-4,-8,7,109,0.9
O=C(CSc1ncn[nH]1)Nc1nc(-c2ccccc2)ns1,-4,2.8,1,82*,0,-1,7,104,2.5
COc1ccc(C2C(C(=O)c3ccccc3)=C(C)Nc3nc4ccccc4n32)c(OC)c1 (stereo not drawn),0,-1.0,31,2,-6,2,-4,102,-1.7
Cc1ccc2c(c1)N(CCC(=O)NC1CC1)C(=O)C(C)O2 (stereo not drawn),0,-0.1,18,-2,2,3,3,99,-0.4
O=C(CCCn1c(=S)[nH]c2cc3c(cc2c1=O)OCO3)N1CCN(c2ccc(F)cc2)CC1,3,-1.6,15,-13,-7,-14,-2,93,-0.5
Cc1noc(C)c1C(=O)NC(C)c1ccc(Cl)cc1Cl (stereo not drawn),-7,-0.7,-7,-8,-6,-3,-6,94,-1.0
O=C(CSc1nc2ccccc2c(=O)[nH]1)c1ccc(O)cc1O,-10,x,9,1,x,-3,-4,96,x
CCNC(=O)c1ccc(NS(=O)(=O)c2ccccc2)cc1,7,0.1,-6,2,-3,-7,4,102,1.0
C[C@H](CO)N1C[C@H](C)[C@@H](CN(C)S(=O)(=O)c2ccccc2)Oc2ccc(NS(=O)(=O)c3cn(C)cn3)cc2C1=O,-6,1.7,x,x,-5,x,x,x,0.4
Cc1ccc(-c2nn(CC(=O)Nc3cccnc3)c(=O)c3ccccc23)cc1,-5,-2.1,31,-4,2,-9,-6,93,-0.5
O=C(O)C1C2C=CC(C2)C1C(=O)NCCc1ccncc1 (stereo not drawn),-1,-0.6,-10,0,-10,21,-12,95,0.2
CC1=NN(c2nc(-c3ccc(C)cc3)cs2)C(=O)C1N=Nc1ccc(C(N)=O)cc1 (stereo not drawn),-3,-0.7,7,-1,-6,-6,-1,101,-0.1
NNc1cc([N+](=O)[O-])cc2c1C(=O)N(Cc1ccccc1)S2=O (stereo not drawn),-1,0.3,-10,42*,-17,-6,5,102,1.6
CC(NC(=O)COC(=O)c1ccc2ccccc2n1)C1CC2CCC1C2 (stereo not drawn),-9,-2.9,4,2,-11,-16,-5,99,0.8
Cc1ccc(NCc2n[nH]c(=S)n2-c2ccccc2)c(C)c1,-1,0.6,-18,11,-11,-2,1,100,0.9
O=C1Nc2ccc(Br)cc2/C1=C/C1CC=CCC1 (stereo not drawn),2,-1.4,-8,18,0,-1,-7,92,-0.1
COc1ccccc1OCCNC(=O)c1cccc(S(=O)(=O)N2CCN(C)CC2)c1,0,-0.8,6,-1,-3,-17,12,111,-0.8
COc1cccc(NC(=S)N(CCCN2CCOCC2)Cc2cn(C)c3ccccc23)c1,1,3.9,14,1,-9,-4,0,87,1.9
CCOC(=O)CNC(=S)N(Cc1ccccc1)Cc1ccccc1F,-8,0.9,-10,3,-2,10,-8,93,-1.3
Cn1cc(CN2C[C@]3(C)C[C@H]2CC(C)(C)C3)c(-c2ccc3c(c2)OCCO3)n1,-4,-0.5,7,5,-5,-14,3,102,0.1
COc1ccc(C2NC(=O)NC(c3ccccc3)=C2c2nc3ccccc3s2)cc1 (stereo not drawn),-7,0.8,17,-4,1,-7,4,97,0.0
COc1cc2c(cc1NC(=O)c1cc(-c3ccncc3)nc3ccc(C)cc13)oc1ccccc12,-4,-0.5,38,-7,-4,-11,9,98,-0.5
CCCCNS(=O)(=O)c1ccc(NC(=O)C2CCCO2)cc1 (stereo not drawn),4,6.6,25,-7,0,-5,-5,95,4.1
O=C(O)CSCC(=O)N1CCN(c2nc3cc(Cl)ccc3s2)CC1,-9,-0.4,-5,-2,-11,-12,7,110,0.2
CCC(C)NC(=O)C(=O)NCc1ccccn1 (stereo not drawn),3,0.7,2,3,-5,0,-2,97,-0.3
N/C(Cc1ccc([N+](=O)[O-])cc1)=N\OC(=O)c1ccccc1F,1,-0.3,-5,-4,4,-12,-2,98,-0.3
O=S(=O)(Nc1nc2ccccc2nc1-[n+]1ccccc1)c1ccc(Cl)cc1,-1,-0.4,x,-4,-6,-14,-2,95,-0.3
O=C(c1ccccc1)c1ccncc1,-2,-0.3,5,3,-9,0,3,99,-0.2
CCOC(=O)CNC(=O)N1CCCC(Cc2ccccc2)(C(=O)OCC)C1 (stereo not drawn),-11,-0.4,x,4,-2,-19,6,107,0.8
CCC(CC)c1nnc(NC(=O)Cc2ccccc2[N+](=O)[O-])s1,4,15,4,-10,-10,21,1,103,15
Cc1ccc(-c2nc(=S)c3c(n2Cc2ccco2)CCCC3)cc1,-4,x,x,-20,x,17,1,94,x
CN(CC(=O)Nc1cccc(F)c1)C(=O)/C=C/c1ccc(Br)s1,2,-1.1,x,x,-8,x,x,x,3.2
Cc1cc(C)c2c(=O)c(C#N)coc2c1,1,-0.5,-12,1,-17,-8,-6,94,-1.0
CCOc1ncccc1C(=O)N1CCN(C(c2ccccc2)c2ccccc2)CC1,0,-3.2,1,2,-13,-15,-4,92,-1.1
Cc1ccc(CCC(=O)Nc2ccc(C#N)cc2)o1,0,-1.1,19,-22,-6,13,5,100,-0.6
CCc1noc(C)c1C(=O)OCC(=O)Nc1c(F)cccc1F,3,0.9,x,x,2,x,x,x,0.1
O=C(Nc1ccccn1)c1cccc(S(=O)(=O)N2CCCC2)c1,1,0.2,2,-6,-6,-10,-4,97,0.6
COC(=O)c1ccc(CSc2nc3sc4c(c3c(=O)n2C)CCCC4)o1,-3,1.6,6,-10,4,4,-2,98,1.7
CCCCC(=O)N(CCOC)c1nnc(-c2ccccc2C)s1,-4,-0.8,11,4,0,-12,-5,96,1.3
CCN(c1ccccc1)S(=O)(=O)c1ccc(Cl)c(NC(=O)Nc2ccc(Cl)cc2C#N)c1,-6,-3.0,27,2,-7,-12,1,99,-0.8
CC1CCCCN1C(=O)c1cc(S(=O)(=O)N2CCOCC2)ccc1Cl (stereo not drawn),-6,1.5,x,x,-2,x,x,x,1.1
Cc1ccc(S(=O)(=O)NCCC(=O)N2CCCC(C)C2)cc1 (stereo not drawn),0,-0.1,x,x,-12,x,x,x,-0.4
O=C(O)c1ccc(CN2C(=O)CSC2=S)cc1,0,16,-8,-9,-11,5,5,119,12
O=C(c1cccs1)N1CCC(c2nc3c(nnn3Cc3c(Cl)cccc3Cl)c(=O)[nH]2)CC1,8,1.0,-17,0,7,-9,-2,95,1.3
O=C1OC(Nc2ccc(Cl)cn2)c2ccccc21 (stereo not drawn),-5,0.4,0,-2,-5,-5,8,99,-0.3

# Source: PubChem
